# Screening results as filed in PubChem BioAssay.
# ELG1 genotox: qHTS screen for small molecules that induce genotoxicity in human embryonic kidney (HEK293T) cells expressing luciferase-tagged ELG1 | Potency, µM (doses to about 46 µM), without a hit: at the top dose activity change, positive = activation, actives largely listed as activators | 330,000 compounds, 1.3% hits | AID 504466, 2011 | HEK293T ELG1-luciferase reporter, luminescence, 16 h; also: potency is read from the fitted curve at half-maximal effect; % of control where 0% means no effect; nearly all actives have a fitted effect of over 60% in size
#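 Step 1: seed 2,000 HEK293T ELG1-luciferase cells per well. Step 2: add compound or DMSO, incubate 16 hr at 37 °C. Step 3: ONE-Glo, 30 min at room temperature, read luminescence.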
# TRPV1 agonist: HTS Assay for Compounds that Act as Agonists of the Vanilloid Receptor 1. Transient receptor potential cation channel subfamily V member 1 (Homo sapiens), Q8NER1. TRPV1-expressing cells, Fluo-8 calcium influx, agonist mode. activation, % at 8.33 µM. 320,000 compounds, 0.19% hits; in the data active = activation above about 80%; inconclusive = between about 30% and that limit; also: 0% is about no effect
#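 TRPV1-expressing cells were cultured overnight at 35.5C and loaded with Fluo-8 calcium dye for 40 to 90 min at room temperature. After a 10 s baseline, compound was added and calcium influx was read kinetically for 3 min (ex 480/em 520 nm).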
# BRCA1 expr act: qHTS Assay to Identify Small Molecule Activators of BRCA1 Expression. Potency, µM (doses to about 46.1 µM), without a hit: at the top dose activation, most hits filed as activators. MCF7-BRCA1-FFLuc reporter, luminescence, 48 h; response scale: scaled: vehicle 0%, 10 µM genistein 100%. 380,000 compounds, 1.1% hits; also: potency is read from the fitted curve at half-maximal effect; nearly all actives have a fitted effect of over 80% in size; some results filed as inactive show a strong effect at the top dose
#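 Using MCF7 cells harboring a BRCA1 firefly luciferase reporter, plated 2 h before compound pinning, the screen measured luminescence after 48 h incubation. Responses were normalized to DMSO and 10 microM genistein, then fitted for concentration-effect.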
# p53 reactivation: qHTS assay for re-activators of p53 using a Luc reporter; H1299 p53-A138V BP100-luciferase reporter, luminescence, 24 h; 320,000 compounds, 0.063% hits; Potency, µM (titrated, usually from 92.2 µM), without a hit: top-dose activity change, positive = activation, usual class: activators; also: potency is read from the fitted curve at half-maximal effect; % of control where 0% means no effect; nearly all actives have a fitted effect of over 45% in size
#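 H1299 (p53-null), stable ts p53-A138V + BP100-Luc; 1000 cells/well, Opti-MEM/10% FBS; cpd 4 pt, 1:5; 24 h, 37 deg C, 5% CO2; detection reagent 10 min RT; luminescence.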
# Eya2 inh: qHTS Assay for Inhibitors of the Phosphatase Activity of Eya2; AID 488837, 2010; 330,000 compounds, 0.006% hits; recombinant Eya2, OMFP fluorescence dephosphorylation (OMFP is methylfluorescein phosphate); Potency, µM (doses to about 76.9 µM), inactives show at the top dose activity, negative = inhibition, most hits filed as inhibitors; Protein phosphatase EYA2 (Homo sapiens), O00167; also: potency is read from the fitted curve at half-maximal effect; % is scaled to controls: 0 for no effect and ±100 for the full control effect
# Target sequence (O00167 whole entry, looked up): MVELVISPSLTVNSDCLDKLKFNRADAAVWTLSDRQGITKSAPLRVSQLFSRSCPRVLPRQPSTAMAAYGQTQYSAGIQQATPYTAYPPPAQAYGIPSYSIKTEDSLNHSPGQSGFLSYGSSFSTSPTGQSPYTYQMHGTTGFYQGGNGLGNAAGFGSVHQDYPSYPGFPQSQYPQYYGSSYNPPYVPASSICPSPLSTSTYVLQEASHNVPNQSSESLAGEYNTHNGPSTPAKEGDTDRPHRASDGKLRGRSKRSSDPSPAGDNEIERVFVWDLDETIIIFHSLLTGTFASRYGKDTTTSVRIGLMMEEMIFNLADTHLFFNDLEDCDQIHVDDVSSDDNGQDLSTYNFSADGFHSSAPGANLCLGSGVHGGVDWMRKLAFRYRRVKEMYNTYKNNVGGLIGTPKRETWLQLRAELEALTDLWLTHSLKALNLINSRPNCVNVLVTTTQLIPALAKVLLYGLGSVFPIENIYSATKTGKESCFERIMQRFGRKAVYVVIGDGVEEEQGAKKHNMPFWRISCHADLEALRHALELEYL
#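 Eya2 (0.2 uM) preincubated 10 min at ambient with compound, then OMFP substrate added at 50 uM; 10 min reaction in 50 mM HEPES pH 7.5, 50 mM NaCl, 5 uM MgCl2, 0.05% BSA, 1 mM DTT. Fluorescence read at Ex 485/Em 525 nm.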
# PTAP TSG101 blk: qHTS Assay for Iinhibitors of HIV-1 Budding by Blocking the Interaction of PTAP/TSG101; AID 493005, 2010; 340,000 tested, under 10 active; Potency, µM (top dose mostly 115 µM), without a hit: top-dose activity change, negative = inhibition, most hits filed as inhibitors; Fluorescence polarization, FITC-PTAP peptide / Tsg101 binding; active = well fitted inhibition curve with a large enough effect in the main read-out, with a control signal flat, not every such curve was filed as active; inconclusive = small, poorly fitted or top-dose-only effect, or effect the other way, or a change in a side signal; inactive = no such curve, though single readings can be large or run the other way; also: potency is read from the fitted curve at half-maximal effect; % of control where 0% means no effect
#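 Tsg101 binding domain (10 uM final) was mixed with compound and a FITC-labeled PTAP peptide (50 nM final) in HEPES pH 7.5 buffer with NaCl, Tween 20, EDTA and TCEP; fluorescence polarization was read after 20 min at r.t.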
# uPA generation: qHTS for Inhibitors of Cell Surface uPA Generation | Potency, µM (doses to about 38.3 µM), for the others: at the top dose activity change, negative = inhibition, most hits filed as inhibitors | AID 540303, 2011 | cell surface uPA generation assay, qHTS | 330,000 compounds, 0.31% hits; active = well fitted inhibition curve with a large enough effect; inconclusive = small, poorly fitted or top-dose-only effect; inactive = no such curve, though single readings can be large or run the other way; tested in mouse RAW 264.7 cells; also: potency is read from the fitted curve at half-maximal effect; % is scaled to controls: 0 for no effect and ±100 for the full control effect; nearly all actives have a fitted effect of over 55% in size
# B2AR arrestin: qHTS assay of beta-arrestin-biased ligands of beta2-adrenergic receptor; beta-arrestin recruitment to beta2AR, cell-based reporter; Potency, µM (series often up to 46.1 µM), without a hit: top-dose activation, hits mostly activators; 330,000 compounds, 0.02% hits;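 also: potency is read from the fitted curve at half-maximal effect; 0% = DMSO controls and full agonism = EC100 isoproterenol or metaproterenol; nearly all actives have a fitted effect of over 65% in size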
# Target sequence (P07550 whole entry, looked up): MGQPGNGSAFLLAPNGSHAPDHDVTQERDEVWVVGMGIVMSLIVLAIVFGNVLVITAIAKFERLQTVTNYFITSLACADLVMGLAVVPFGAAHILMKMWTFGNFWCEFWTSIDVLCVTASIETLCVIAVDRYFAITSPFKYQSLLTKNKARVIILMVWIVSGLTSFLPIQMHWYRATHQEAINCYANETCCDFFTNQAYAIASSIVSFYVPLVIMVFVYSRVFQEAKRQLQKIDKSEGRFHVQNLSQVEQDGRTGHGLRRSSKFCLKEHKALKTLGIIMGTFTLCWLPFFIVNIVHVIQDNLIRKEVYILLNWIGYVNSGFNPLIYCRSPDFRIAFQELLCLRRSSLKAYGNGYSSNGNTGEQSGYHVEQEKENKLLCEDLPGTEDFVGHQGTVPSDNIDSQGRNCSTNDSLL
# USP2a block: qHTS Assay for Inhibitors of Ubiquitin-specific Protease USP2a Using CHOP2 as the Reporter; Ubiquitin carboxyl-terminal hydrolase 2 (Homo sapiens), O75604; USP2 core, Ub-CHOP2 coupled fluorogenic reporter, 485/531; Potency, µM (doses to about 38.3 µM), without a hit: top-dose activity change, negative = inhibition, actives largely listed as inhibitors; 330,000 compounds, 0.01% hits;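 also: potency is read from the fitted curve at half-maximal effect; plate controls were DMSO wells for no effect and full inhibition by NEM control for full effect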
#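 USP2 core (10nM final) preincubated 30min RT with compound in 20mM Tris-HCl pH 8.0, 2mM CaCl2, 2mM beta-mercaptoethanol, 0.05% CHAPS; 25nM Ub-CHOP2 plus 25nM reporter substrate added, fluorescence (Ex485/Em531) read after 60min.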
# S-ASM inh: Inhibitors of Secretory Acid Sphingomyelinase (S-ASM): qHTS; Sphingomyelin phosphodiesterase (Homo sapiens), P17405; placental ASM, HMU-PC fluorogenic substrate, 60 min; Potency, µM (doses to about 57.5 µM), for inactives: top-dose activity change, negative = inhibition, actives largely listed as inhibitors; 340,000 compounds, 0.006% hits; AID 504937, 2011; also: potency is read from the fitted curve at half-maximal effect
#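 Steps: dispense placental human ASM, pin compound, wait 10 min at room temperature, add HMU-PC0 substrate at 9 uM final, incubate 60 min at 37 °C, add stop solution raising pH to 10, read fluorescence.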
# a7 integrin act: qHTS for Activators of Integrin-Mediated Alleviation for Muscular Dystrophy; alpha7betagal myoblasts, beta-gal FDG fluorescence, 48 h; Potency, µM (top dose mostly 38.3 µM), without a hit: top-dose activation, most hits filed as activators; 350,000 compounds, 0.064% hits;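 also: potency is read from the fitted curve at half-maximal effect; 100% = response of the positive control SU9516; nearly all actives have a fitted effect of over 60% in size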
#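 Alpha7betagal+/- myoblasts (passage 13) were plated 16-24 hr, then exposed to compounds (1:260 dilution of DMSO stock) for 48 hours at 37C. After MPER lysis, β-galactosidase reporter activity was read as FDG fluorescence (ex 480/em 540) after 30 minutes.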
# Numbers without * were called inactive; u = inconclusive; x = no result given; [ ] = dose if it differs, or a comment. Unless noted, calls follow the shape of the dose curve; as a rule, active = well fitted curve in the direction sought with a large enough effect; inconclusive = small, poorly fitted or top-dose-only effect, or another doubt; inactive = no such curve, though single readings can be large; an effect the other way counts as inactive or inconclusive.
SMILES,ELG1 genotox,TRPV1 agonist,BRCA1 expr act,p53 reactivation,Eya2 inh,PTAP TSG101 blk,uPA generation,B2AR arrestin,USP2a block,S-ASM inh,a7 integrin act
Cc1c(CN2CCC(Oc3ccc(C(=O)N4CCCCC4)cc3)CC2)cnn1C,6%,1,-18%,14%,-12%,1%,-3%,-0.4%,-1%,3%,-3%
COc1ccc(NC(=O)NNC(=O)COc2ccc3cc(Br)ccc3c2)cc1OC,4%,6,6%,3%,2%,2%,-1%,0.3%,1%,4%,u
Cc1cc(C)n(Cc2ccc(C(=O)NN)o2)n1,1%,2,8%,0%,-18%,-6%,-8%,0.2%,0%,1%,u
CCCCn1c(SCC(=O)N2CCOCC2)nnc1-c1ccoc1C,-2%,2,4%,-4%,0%,-6%,-3%,-0.8%,-1%,2%,8%
CC(=O)c1c(N2CCOCC2)nc2ccc(Cl)cc2c1-c1ccccc1,-12%,14,-13%,-4%,2%,-2%,0%,-0.9%,1%,-10%,-24%
Cc1ccc(C(=O)N/N=C2\CC3CC=CC23)c(C)c1 (stereo not given),14%,3,13%,4%,4%,-3%,-2%,0.1%,2%,-1%,-78%[inhibitor]
CN1c2cccc3cccc(c23)N(C)C1c1cccs1,-5%,3,-1%,14%,0%,-7%,3%,-1.1%,10%,-2%,-6%
Cc1ccc(C(=O)NCCCNCCCN(C)C)cn1,0%,2,1%,-6%,-15%,-4%,x,-0.1%,0%,5%,10%
COc1ccc2oc(C(=O)OCC(=O)N(C)Cc3ccccc3)c(C)c2c1,-6%,2,-6%,-3%,14%,-5%,-14%,0.1%,1%,x,3%
O=C1NN(c2ccccc2)C(=O)C2C1C1C=CC2C12CC2 (stereo not given),1%,1,4%,-13%,5%,-2%,0%,-1.1%,6%,-3%,37%
O=C(c1ncc[nH]1)c1ccccc1Cl,2%,-1,25%,-6%,-8%,-2%,8%,0.5%,0%,3%,0%
CC(=O)N1CCN(S(=O)(=O)c2cccc(C(=O)OCC(=O)N3CC(=O)Nc4ccccc43)c2)CC1,5%,1,0%,0%,-9%,-5%,1%,0.0%,6%,5%,9%
Cc1cccc(CN2CCN(Cc3nc4c(s3)CCCC4)CC2CCO)n1 (stereo not given),-2%,0,5%,-1%,6%,-9%,7%,0.3%,1%,8%,2%
CCCCCCCCCc1nc2sc3c(c2c(=O)n1NC(=O)c1ccccc1[N+](=O)[O-])CC(C)(C)OC3,-4%,-5,-81%[inhibitor],4%,-10%,-4%,1%,-2.0%,-10%,-22%,-12%
CC(C)Cn1c(=S)[nH]c2cc(Cl)ccc21,-10%,-2,2%,0%,5%,-2%,-3%,3.4%,1%,1%,9%
O=C(NCC1CCCO1)C1CCN(C2CCN(Cc3ccco3)CC2)CC1 (stereo not given),2%,0,3%,0%,1%,-4%,-2%,0.5%,0%,5%,3%
CCN(CC)CCN(C(=O)c1cc2ccccc2cc1OC)c1nc2ccc(F)cc2s1,-5%,5,3%,-4%,-4%,-3%,-1%,-0.3%,-1%,-9%,-68%[inhibitor]
CC(=O)c1ccc(S(=O)(=O)N(C)C(C)CCc2ccco2)cc1 (stereo not given),-4%,20,-1%,5%,-20%,-6%,0%,-0.4%,1%,-1%,-6%
Cc1cc(C)c2cc(C#N)c(SCC(=O)NCc3ccco3)nc2c1,-2%,2,-40%,u,34%,2%,-10%,0.4%,-3%,-1%,-15%
Cc1cc(C)cc(OCc2nnc(SCC(=O)c3ccccc3)o2)c1,-1%,6,-1%,6%,-31%,-1%,0%,-1.0%,-11%,-6%,18%
O=C(Nc1ccc(N2CCOCC2)c(S(=O)(=O)Nc2ccc(Cl)cc2)c1)c1cnccn1,-4%,23,-24%,-5%,-23%,0%,-3%,0.3%,-1%,-13%,14%
N#Cc1ccccc1CSc1ccccn1,3%,2,13%,-2%,26%,0%,-10%,-0.3%,1%,3%,-2%
CC(C)(C)OC(=O)CNC(=O)c1nc[nH]c1C(=O)N1CCc2ccccc2C1,1%,4,4%,x,10%,-4%,-10%,-1.1%,1%,0%,21%
COc1cccc(F)c1C(C[N+](=O)[O-])c1c(N)n(C)c(=O)n(C)c1=O (stereo not given),-13%,-1,-82%[inhibitor],-14%,10%,0%,u,-0.7%,0%,1%,-27%
Cn1c(CNc2ccc(Cl)cc2)nnc1SCCN1CCCCC1,-1%,1,-33%,-1%,0%,-3%,4%,0.4%,3%,-1%,-13%

# The results go on.
SMILES,ELG1 genotox,TRPV1 agonist,BRCA1 expr act,p53 reactivation,Eya2 inh,PTAP TSG101 blk,uPA generation,B2AR arrestin,USP2a block,S-ASM inh,a7 integrin act
CC1(C)Cc2c(c(N3CCOCC3)nc3sc(C(=O)Nc4ccccc4)c(N)c23)CO1,11%,2,72%,0%,-7%,0%,1%,0.4%,-1%,497%[activator],u
CC(=O)N1C2=CCCC3CCCCC23c2ccccc21 (stereo not given),x,x,-32%,x,x,-8%,0%,x,x,-5%,20%
O=C(NCCCN1CCOCC1)c1ccc2nc(Cc3cccc(Cl)c3)oc2c1,12%,-7,-7%,-11%,-1%,2%,1%,0.1%,1%,x,22%
CCOC(=O)C(=O)Nc1nnc(CCc2ccccc2)s1,0%,-3,0%,2%,-2%,-3%,-1%,0.1%,1%,0%,11%
O=C(Nc1nc2ccccc2n1CCN1CCOCC1)c1ccc(Cl)cc1,7%,7,-2%,12%,-1%,0%,-13%,-0.9%,0%,-4%,4%
CCC1CCCCN1S(=O)(=O)c1ccc(NC(=O)c2snnc2C)cc1 (stereo not given),3%,u,-23%,5%,3%,-3%,0%,0.4%,-7%,-9%,7%
COC(=O)c1ccccc1NS(C)(=O)=O,3%,-7,-5%,0%,2%,-8%,8%,0.1%,1%,4%,-19%
CN(/N=C/c1cc(Cl)cc(Cl)c1O)C(=S)NC(C)(C)C,-18%,0,-46%,2%,15%,-3%,12%,-0.2%,0%,339%[activator],25%
CC12CCC(C(=O)Nc3nccs3)(OC1=O)C2(C)C (stereo not given),1%,-2,11%[1.84 µM],-4%,-6%,-4%,-1%,0.0%,1%,5%,18%

# Molecules shown so far with an aryl thioether with sulfur outside any ring, in the order listed:
SMILES,ELG1 genotox,TRPV1 agonist,BRCA1 expr act,p53 reactivation,Eya2 inh,PTAP TSG101 blk,uPA generation,B2AR arrestin,USP2a block,S-ASM inh,a7 integrin act
CCCCn1c(SCC(=O)N2CCOCC2)nnc1-c1ccoc1C,-2%,2,4%,-4%,0%,-6%,-3%,-0.8%,-1%,2%,8%
Cc1cc(C)c2cc(C#N)c(SCC(=O)NCc3ccco3)nc2c1,-2%,2,-40%,u,34%,2%,-10%,0.4%,-3%,-1%,-15%
Cc1cc(C)cc(OCc2nnc(SCC(=O)c3ccccc3)o2)c1,-1%,6,-1%,6%,-31%,-1%,0%,-1.0%,-11%,-6%,18%
N#Cc1ccccc1CSc1ccccn1,3%,2,13%,-2%,26%,0%,-10%,-0.3%,1%,3%,-2%
Cn1c(CNc2ccc(Cl)cc2)nnc1SCCN1CCCCC1,-1%,1,-33%,-1%,0%,-3%,4%,0.4%,3%,-1%,-13%

# Single entries from the entries so far:
# ELG1 genotox result of O=C(Nc1nc2ccccc2n1CCN1CCOCC1)c1ccc(Cl)cc1 reads 7%
# p53 reactivation result of CC1(C)Cc2c(c(N3CCOCC3)nc3sc(C(=O)Nc4ccccc4)c(N)c23)CO1 reads 0%
